FLuc inhib CS = counter-screen for luciferase assay inhibitors: firefly luciferase inhibition | inhibition, % at 10 µM | ATPLite firefly luciferase biochemical luminescence, 10 min | 200,000 tested, 1.5% active | AID 1006 | P08659;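 active = inhibition above about 50% when tested at 10 µM, limit read from the data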
Target sequence (P08659 whole entry, looked up): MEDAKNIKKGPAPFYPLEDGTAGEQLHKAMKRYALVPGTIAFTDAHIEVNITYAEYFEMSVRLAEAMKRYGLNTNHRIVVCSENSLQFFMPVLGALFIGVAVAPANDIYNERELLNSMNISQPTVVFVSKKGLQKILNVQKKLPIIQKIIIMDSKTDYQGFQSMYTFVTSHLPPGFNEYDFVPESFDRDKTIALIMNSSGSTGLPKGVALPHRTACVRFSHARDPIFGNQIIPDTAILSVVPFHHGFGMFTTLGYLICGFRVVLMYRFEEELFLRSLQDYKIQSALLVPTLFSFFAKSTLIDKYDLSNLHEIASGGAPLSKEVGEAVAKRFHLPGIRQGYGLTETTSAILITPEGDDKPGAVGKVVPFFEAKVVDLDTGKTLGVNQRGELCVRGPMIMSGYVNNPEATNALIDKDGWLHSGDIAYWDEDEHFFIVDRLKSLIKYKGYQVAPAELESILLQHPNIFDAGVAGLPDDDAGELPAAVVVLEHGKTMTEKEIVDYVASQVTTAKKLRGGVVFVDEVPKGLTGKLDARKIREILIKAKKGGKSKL
HMGR II inh = E. faecalis class II HMG-CoA reductase inhibition; purified E. faecalis HMGR, NADPH absorbance 340 nm kinetic; inhibition, % at 10 µM; 190,000 tested, 0.41% active;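 active = inhibition above a set limit, the median over all tested compounds plus 3 SD, cut at about 9.5% in these data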;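 note: enzyme runs in reverse so mevalonate oxidation gives rising NADPH absorbance; 0% = complete reaction with DMSO and 100% = background rate lacking mevalonate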
STAT1 act = STAT1 signaling activation; NIH 3T3 STAT1-luciferase reporter, IFN-gamma, luminescence; 100% = IFN-gamma alone, no compound; activation (% of control), % at 5.5 µM; 200,000 tested, 2.6% active;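 active = activation above the screen-wide mean activation plus 3 SD, cut at about 130% in these data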;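 note: raw ratio to IFN-gamma control signal so 100% means no change and 0% no light; values of inactives mirror those of a sister screen read the other way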
FLuc act counter = firefly luciferase counter-screen for stimulation assays; ATPlite luciferase biochemical, luminescence, 10 min; 0 = ATP-free wells, 1 = DMSO control; P08659; 200,000 tested, under 10 active; activation factor at 10 µM;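 active = luciferase activation factor, scaled between plate controls, of at least 2 with compound at 10 µM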
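System: Luciferase/luciferin detection reagent, cell-free biochemical luciferase assay | Medium: PBS buffer for ATP | Dosing: Test compounds dosed from 2 mM stocks in 100% DMSO | Timing: 10 min at ambient temperature | Signal: Luminescence measurement of luciferase light output | Evaluation: Luciferase activation, seen as luminescence increase over controls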
Hsp70 act = transcriptional activators of Hsp70; HeLa Hsp70 promoter luciferase reporter, luminescence; scaled: vehicle 0, proteasome-inhibitor control 100%; activation, % at 10 µM; 200,000 tested, 0.04% active;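 active = activation above the mean across all tested compounds plus 3 SD, cutoff set per campaign, cut at about 5.5% in these data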;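 note: 100% = MG132 at 30 µM as the positive control and 0% = DMSO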
NF-kB neuron act = NF-kB expression increase, human neuronal cells | NF-kB reporter expression; stronger effect = higher value | fold change at 12.5 µM | 190,000 tested, 1.6% active | AID 1239; in the data active = fold change above about 3.3
APP transl inh = APP translation inhibition | SH-SY5Y APP 5'UTR-luciferase reporter, luminescence | inhibition, % at 2 µM | 190,000 tested, 0.82% active;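 active = inhibition above a set limit, derived from the sample mean plus 3 SD, cut at about 45% in these data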; note: values of inactives mirror those of a sister screen read the other way
Redox H2O2 prof = compounds producing H2O2 with reducing agent – biochemical, NIH compound library profiling, artefact control for MLSCN library redox annotation, primary screen. DTT-dependent redox cycling H2O2, phenol red/HRP absorbance; 100% = 100 µM peroxide control, 0% = buffer. activation, % at 10 µM. 200,000 tested, 0.03% active. AID 878;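 active = activation of at least 50% relative to the plate's high and low controls in the primary single-dose screen; inactive = activation below 50%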;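 note: compound incubated with DTT at 0.8 mM final as the reducing agent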
G6PDH CS = counter-screen for G6PDH assay hits: L. mesenteroides G6PDH inhibition. Purified L. mesenteroides G6PDH, diaphorase/resazurin coupled fluorescence, 45 min. inhibition, % at 5 µM. 200,000 tested, 0.12% active. AID 1020; in the data active = inhibition above about 50%
APP 5'UTR act = APP 5'UTR luciferase reporter activation | 190,000 tested, 1% active | SH-SY5Y APP 5'UTR luciferase reporter, luminescence; zero percent = DMSO vehicle wells | AID 1276 | activation, % at 2 µM;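 active = activation above a set limit, based on mean plus 3 SD of controls, cut at about 140% in these data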; note: values of inactives mirror those of a sister screen read the other way
* marks the source's active call; other numbers are inactive results; x = no result given.

No.	molecule	FLuc inhib CS	HMGR II inh	STAT1 act	FLuc act counter	Hsp70 act	NF-kB neuron act	APP transl inh	Redox H2O2 prof	G6PDH CS	APP 5'UTR act
1	CC(=O)/C(C#N)=C1\NC(=O)C(Cc2ccc(C)c(C)c2)S1 (centres undefined)	17	-5	94	0.8	-0.1	1.3	-30	-7.4	12	30
2	O=c1[nH]c2ccccc2c(O)c1-c1ccccc1[N+](=O)[O-]	-6	-4	105	1.1	0.2	1	-14	-0.1	3	14
3	COc1cc(C2C(C#N)=C(N)Oc3cc(N(C)C)ccc32)cc2c1OCO2 (centres undefined)	-4	-3	111	1	0.3	4.8*	97*	0.4	7	-97
4	CCCC(C)C(=O)OCC(=O)Nc1c(Br)cc(C)cc1Br (centres undefined)	-4	-3	102	1	-0.2	1.1	-21	0.0	11	21
5	CC1(C)CC(=O)C=C(Nc2ccc(C(=O)O)cc2)C1	-6	-2	98	1.1	-0.1	1.1	-29	1.9	3	29
6	Cc1cc(NC(=O)COC(=O)c2cc3c(s2)CCC(C)C3)no1 (centres undefined)	-2	-2	105	1	-0.1	0.92	-13	2.4	7	13
7	Cc1ccc(C(=O)OCC(=O)Nc2ncc(Cl)cc2Cl)cc1NC(=O)c1ccco1	-6	-2	99	1.1	-0.5	0.95	5	0.2	-3	-5
8	Cc1ccn2cc(CSc3ccccc3N)nc2c1	23	0	122	0.8	0.2	2.8	-92	2.3	8	92
9	CCOC(=O)c1c(N)sc(C(=O)N2CCCC(C(N)=O)C2)c1C (centres undefined)	x	x	104	x	-0.7	x	-1	0.0	x	1
10	O=C1CCn2nc(-c3ccc(Cl)cc3)cc2N1	4	2	136*	1	-0.3	2.7	-64	-2.2	-21	64
11	CCN(c1ccccc1)S(=O)(=O)c1ccc2[nH]cc(C(=O)N3CCOCC3)c(=O)c2c1	-2	-6	96	1	-0.2	1.2	-1	-0.6	-5	1
12	COc1ccc(CC(=O)Nc2ccc(C(=O)NC(C)(C)C)cc2)cc1	-8	-4	100	1.1	-0.3	1.1	-13	-0.3	12	13
13	Cc1cccc(C)c1NC(=S)N1CCC(N(C)CC2CCCO2)CC1 (centres undefined)	-6	-5	103	1.1	-0.3	1.1	18	-0.1	-9	-19
14	COCCN(C(=O)Cc1cccs1)C(C(=O)NCc1ccc(OC)cc1)c1ccc(OC)cc1 (centres undefined)	-7	-2	100	1.1	-0.3	0.74	x	-0.6	12	x
15	Cc1ccc(S(=O)(=O)NCc2ccc(C(=O)N(C)CCC#N)cc2)cc1	-5	1	93	1.1	-0.5	1	x	3.0	3	x
16	Nc1nnc(Cc2ccc(Cl)cc2Cl)s1	-7	-1	94	1.1	-0.4	1.2	13	0.3	-10	-13
17	CC1(C)NC(=O)N(CC(O)CN2CCOCC2)C1=O (centres undefined)	-2	-1	91	1	-0.2	0.84	-17	1.9	1	17
18	O=C(c1cc(-c2ccco2)on1)N1CCN(C(c2ccccc2)c2ccccc2)CC1	-4	-6	102	1	-0.2	1.1	0	-3.3	3	0
19	CC1CC(C(F)(F)F)n2ncc(C(=O)O)c2N1 (centres undefined)	2	-1	101	1	-0.3	0.91	-30	0.9	20	30
20	CCC1C(C#N)=C(N)OC2=C1C(=O)CC(C)(C)C2 (centres undefined)	-4	-4	104	1	-0.2	1	-8	2.4	-2	8
21	Oc1ccc(/C=N/NC(=S)NCCN2CCOCC2)c(O)c1	1	-4	98	1	-0.5	1.1	28	-0.8	19	-28
22	O=[N+]([O-])c1ccccc1/C=N/Nc1nc(N2CCCC2)nc(N2CCCC2)n1	-6	2	105	1.1	0.1	0.7	1	-0.2	-4	-1
23	COc1ccc(/C=C2/SC(=O)N(CCNC(=O)C3CCCN3C(=O)c3cccs3)C2=O)cc1 (centres undefined)	10	0	101	0.9	-0.2	1.1	7	x	2	-7
24	Cc1cc(C)c2[nH]c(=O)c(CN(CC3CCCO3)C(=O)c3cnccn3)cc2c1 (centres undefined)	0	1	104	1	0.0	1.1	-18	1.5	5	18
25	CCS(=O)(=O)Nc1ccccc1C(N)=O	-1	-1	99	1	-0.1	1.5	-3	-0.4	2	3
26	O=[N+]([O-])c1cccc(N=Cc2sc3ccccc3c2O)c1	8	-2	107	0.9	-0.2	x	2	-1.1	-5	-2
27	CCOC(=O)c1[nH]c(C)c(C(=O)N2CCN(c3ccccc3)CC2)c1C	1	-2	98	1	-0.7	1	20	-1.2	15	-20
28	CC1=C(CC(=O)c2ccc(Cl)cc2)C(=O)c2ccccc2C1=O	-1	0	109	1	0.0	0.67	6	2.3	56*	-6
29	Cc1cccc(NC2=C(Cl)C(=O)OC2OC(C)C)c1 (centres undefined)	-6	-9	93	1.1	0.0	1.6	14	-1.9	6	-14
30	COc1ccc(OC)c(C2=NO[C@@H]3C(=O)N(c4cc(Cl)ccc4OC)C(=O)[C@H]23)c1	-3	1	102	1	-0.3	1.3	3	-1.3	7	-3
31	CS(=O)(=O)c1cnc(-c2ccccc2)nc1Oc1ccc(Cl)cc1	-3	-7	101	1	-0.3	0.87	3	-2.3	7	-3
32	COc1ccc(Cc2nnc(SCC(=O)NC3CCCCC3)n2C)cc1	-4	-7	96	1	-0.3	1.2	-2	2.2	6	2
33	O=C(Nc1ccccc1N1CCOCC1)c1ccccc1[N+](=O)[O-]	-2	-10	95	1	-0.1	0.89	-10	2.0	0	10
34	COc1ccc(-n2c(N)c(C(=O)NCc3ccco3)c3nc4ccccc4nc32)c(OC)c1	-3	-2	102	1	-0.2	1.3	6	1.8	-17	-6
35	O=C(Nc1ccccc1)Nc1ccc(C(=O)N2CCCC2)cc1	87*	9.6*	71	0.1	-0.1	3.1	-186	0.7	-3	186*
36	COc1ccc(CCNC(=O)c2cc(-c3cc(C)ccc3O)n[nH]2)cc1OC	-2	-11	111	1	-0.2	0.99	4	-18	9	-4
37	O=[N+]([O-])c1ccc(NCCNS(=O)(=O)c2ccccc2)c(C(F)(F)F)c1	3	-3	98	1	-0.2	1.1	11	-4.0	11	-11
38	O=C(C=C1CCN(c2ncc(C(F)(F)F)cc2Cl)CC1)NNC(=O)Nc1ccc(Cl)cc1	-4	1	100	1	-0.4	1.2	-9	3.7	2	9
39	C=C(C)c1cccc(C(C)(C)NC(=O)Nc2ncccn2)c1	-7	-2	101	1.1	-0.3	0.85	-20	2.3	-6	20
40	COc1ccc2cc3c(N)c(C(=O)N4CCCC4)sc3nc2c1	16	4	157*	0.8	1.1	1.3	-120	0.0	9	120
41	C=C(C)CSc1nc(N)c2c(C)c(C)sc2n1	-4	2	123	1	0.2	1.9	-12	2.7	3	12
42	COc1ccc([N+](=O)[O-])cc1CSc1ccccn1	1	1	108	1	0.0	1.3	-12	-0.1	6	12
43	Cc1ccccc1NC(=O)CNc1ccccc1C(=O)NCc1ccco1	-2	0	106	1	-0.1	1.3	-4	0.6	4	4
44	Cn1c(C(=O)OCC(=O)NCc2ccco2)cc2sccc21	-6	2	91	1.1	-0.2	1.1	-19	3.2	7	19
45	Nc1nonc1C(=O)NCCNS(=O)(=O)c1ccc(F)cc1	-7	2	99	1.1	0.1	0.91	4	-0.3	-5	-4
46	O=C(CN1CCN(Cc2ccccc2F)C1=O)NCCc1ccc(Cl)cc1	-5	-7	104	1.1	-0.4	0.97	-9	-1.1	8	9
47	COc1ccc(S(=O)(=O)NC2CC2)cc1C(=O)N1CCOCC1	-4	-5	104	1	-0.4	1.1	-4	-0.1	6	5
48	Cc1cccc(N2C(=O)CC(Sc3ncn[nH]3)C2=O)c1 (centres undefined)	-3	-9	84	1	0.1	1.1	-19	-0.8	4	19
49	CC(C)C1COC(c2cccc3ccccc23)=N1 (centres undefined)	32	-6	143*	0.7	-0.1	3.7*	-103	0.4	6	103
50	CN(C)/C=C/C(=O)c1ccc(S(=O)(=O)c2ccccc2)cc1	-7	4	96	1.1	-0.3	1.1	-28	-0.8	2	28

Further compounds:
No.	molecule	FLuc inhib CS	HMGR II inh	STAT1 act	FLuc act counter	Hsp70 act	NF-kB neuron act	APP transl inh	Redox H2O2 prof	G6PDH CS	APP 5'UTR act
51	NC(=O)COC(=O)c1ccc(-c2ccccc2)cc1	7	-2	99	0.9	0.0	1.1	-16	-1.3	-2	16
52	CC(=O)Nc1nc(N(C)C)nc(N(C)C)n1	-4	-2	95	1	-0.2	1.3	4	-0.7	11	-4
53	CCc1cc(=O)oc2c(C)c(O)c(CN(C)C)cc12	-10	-4	104	1.1	-0.2	0.98	3	0.4	-1	-3
54	O=C(O)Cc1c(O)ccc2ccccc12	-3	-2	103	1	-0.3	1.2	-19	2.0	3	19
55	CCCn1cc2c(c1-c1cccc(C)c1)c(=O)n(C)c(=O)n2C	-5	-1	104	1	-0.3	1.2	-3	1.9	0	3
56	CCOC(=O)c1ccc(NC(=S)N(CCN2CCCCCC2)Cc2ccco2)cc1	0	-10	92	1	-0.2	1.2	8	-2.5	-6	-8
57	CNC(=O)C1C2C=CC3(O2)C1C(=O)N(CCOC)C3C(=O)NCc1ccc(OC)cc1 (centres undefined)	-3	-4	93	1	-0.1	0.92	15	-1.3	-2	-15
58	Cc1nnc(-c2ccc(Cl)cc2)nc1NCCN(C)C	-9	-5	97	1.1	0.4	1.1	-1	-2.1	10	1
59	CN(CC(=O)NC1CCCc2ccccc21)C1CCCCC1 (centres undefined)	-7	-2	94	1.1	-0.3	1.3	1	-1.4	4	-1

Screening results deposited in PubChem by several laboratories.
